TNAP inh hi DEA – blocks human TNAP under high phosphate acceptor concentration. 200,000 tested, 0.03% active. inhibition, % at 20 µM. P05186. purified TNAP, CDP-star luminescence, 1 M DEA;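 active means over 50% inhibition of tissue-nonspecific alkaline phosphatase at 20 µM in the single-dose screen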;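 further: plate controls were DMSO wells for no effect and EDTA-quenched wells as full inhibition for full effect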
Target sequence (P05186 whole entry, looked up): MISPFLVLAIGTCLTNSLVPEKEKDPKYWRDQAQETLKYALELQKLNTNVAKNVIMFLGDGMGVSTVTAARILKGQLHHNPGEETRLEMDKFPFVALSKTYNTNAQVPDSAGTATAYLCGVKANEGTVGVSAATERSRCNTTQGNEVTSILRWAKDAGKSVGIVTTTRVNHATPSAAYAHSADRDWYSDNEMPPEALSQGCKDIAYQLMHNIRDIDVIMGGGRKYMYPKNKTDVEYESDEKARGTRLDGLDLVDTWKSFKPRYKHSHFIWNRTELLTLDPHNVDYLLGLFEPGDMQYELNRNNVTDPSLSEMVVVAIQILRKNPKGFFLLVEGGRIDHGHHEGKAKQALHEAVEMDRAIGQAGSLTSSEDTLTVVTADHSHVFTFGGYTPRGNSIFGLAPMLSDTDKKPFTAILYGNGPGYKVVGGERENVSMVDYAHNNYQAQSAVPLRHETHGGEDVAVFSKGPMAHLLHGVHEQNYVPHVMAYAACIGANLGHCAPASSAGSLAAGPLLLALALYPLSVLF
FLuc act counter – affects firefly luciferase, flagging false hits in luciferase stimulation screens; ATPlite luciferase biochemical, luminescence, 10 min; 0 = ATP-free wells, 1 = DMSO control; activation factor at 10 µM; 200,000 tested, under 10 active; AID 1027; P08659;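 active means luciferase activation factor, scaled between plate controls, of at least 2 with compound at 10 µM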
Target sequence (P08659 whole entry, looked up): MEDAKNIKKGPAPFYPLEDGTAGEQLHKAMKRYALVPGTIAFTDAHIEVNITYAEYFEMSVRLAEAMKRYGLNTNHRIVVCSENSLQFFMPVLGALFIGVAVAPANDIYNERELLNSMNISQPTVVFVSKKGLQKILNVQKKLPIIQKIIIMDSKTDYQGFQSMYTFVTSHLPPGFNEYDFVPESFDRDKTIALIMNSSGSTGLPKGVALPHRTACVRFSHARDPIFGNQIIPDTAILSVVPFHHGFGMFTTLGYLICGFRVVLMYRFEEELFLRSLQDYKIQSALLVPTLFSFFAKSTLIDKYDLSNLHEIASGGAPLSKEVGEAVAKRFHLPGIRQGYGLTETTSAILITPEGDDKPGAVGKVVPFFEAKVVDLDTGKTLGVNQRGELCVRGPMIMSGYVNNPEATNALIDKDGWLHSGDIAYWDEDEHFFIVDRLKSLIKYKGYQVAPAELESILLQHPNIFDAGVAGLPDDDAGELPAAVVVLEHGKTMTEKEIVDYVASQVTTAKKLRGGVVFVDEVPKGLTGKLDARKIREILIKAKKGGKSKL
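System: Luciferase/luciferin detection reagent, cell-free biochemical luciferase assay | Medium: PBS buffer for ATP | Dosing: Test compounds dosed from 2 mM stocks in 100% DMSO | Timing: 10 min at ambient temperature | Signal: Luminescence measurement of luciferase light output | Evaluation: Luciferase activation, seen as luminescence increase over controls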
RAM inhibit – blocks the yeast RAM network; S. cerevisiae dse1pr::URA3 reporter, 5-FOA growth OD615, 2 d; analog-sensitive cbk1-as2 kinase mutant strain; inhibition, % at 50 µM; 190,000 tested, 1.8% active; AID 868;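 active means inhibition above a set limit, 3 SD over mean compound inhibition, cut at about 8.4% in these data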;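 further: 0% = DMSO-only wells with no growth and 100% = 10 µM 1-NA-PP1 full growth; inhibition rescues growth on 5-FOA so higher OD means more RAM inhibition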
TNAP act hiacc – activators of human TNAP at high phosphate acceptor concentration; P05186; purified TNAP, CDP-star luminescence, 1 M DEA, 30 min; active compounds read high; 0 = EDTA background, 1 = DMSO-only activity; activation factor at 20 µM; 200,000 tested, under 10 active;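 active means activation factor at least 2 at 20 µM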
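Assay system: human TNAP; Input: enzyme diluted 1/800 final; Reagent: CDP-star luminogenic substrate at 100 µM final; Timing: 30 min, room temperature; Signal: luminescence; Evaluation: TNAP activation factor scaled between EDTA and DMSO control wells.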
FLuc inhib CS – Photinus pyralis luciferase inhibition counter-screen | P08659 | ATPLite firefly luciferase biochemical luminescence, 10 min | inhibition, % at 10 µM | 200,000 tested, 1.5% active | AID 1006;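 active means inhibition above about 50% when tested at 10 µM, limit read from the data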
bIAP act – increases bovine intestinal alkaline phosphatase activity; purified bovine IAP, CDP-star luminescence, 30 min; active compounds read high; fold of DMSO-control signal, blank-subtracted; activation factor at 20 µM; 200,000 tested, 0.17% active; AID 1016;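 active means activation factor of 2 or more at 20 µM, a signal rise over negative controls twice the positive control's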
TNAP inh no acc – blocks human TNAP activity with no phosphate acceptor present; AID 1012; 200,000 tested, 0.26% active; purified TNAP, CDP-star luminescence, 30 min; inhibition, % at 20 µM; P05186;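 active means tissue-nonspecific alkaline phosphatase inhibition above about 50% at 20 µM in the single-dose screen, limit read from the data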;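 further: 0% = DMSO negative control and 100% = EDTA positive control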
Lmaj promast – inhibitors of Leishmania major promastigote growth; Leishmania major promastigotes, resazurin fluorescence viability; 200,000 tested, 9% active; AID 1063; inhibition, % at 10 µM; in the data active means inhibition above about 50%;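 further: promastigotes grown with compound for 44 hours at 28 °C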
APP transl inh – APP translation inhibition; SH-SY5Y APP 5'UTR-luciferase reporter, luminescence; inhibition, % at 2 µM; 190,000 tested, 0.82% active; AID 1285;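 active means inhibition above a set limit, derived from the sample mean plus 3 SD, cut at about 45% in these data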; further: values of inactives mirror those of a sister screen read the other way
bIAP inhibitor – blocks bovine intestinal alkaline phosphatase activity; purified bovine IAP, CDP-star luminescence, 30 min; inhibition, % at 20 µM; 190,000 tested, under 10 active; AID 1019;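 active means over 50% inhibition of intestinal alkaline phosphatase at 20 µM in the single-dose screen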
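Incubation: 30 min reaction at room temperature / Material: purified bovine intestinal alkaline phosphatase (IAP) enzyme / Input: enzyme at 1/65,000,000 dilution / Dosing: 20 µM single dose / Signal: CDP-star luminescence signal / Reagent: CDP-star chemiluminescent phosphatase substrate, 30 µM final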
Active calls of the source: *; x = not tested or not shown.

SMILES	TNAP inh hi DEA	FLuc act counter	RAM inhibit	TNAP act hiacc	FLuc inhib CS	bIAP act	TNAP inh no acc	Lmaj promast	APP transl inh	bIAP inhibitor
Cc1ccc(-c2ccc(/C=N/N3C(=O)C4C5C=CC(C6CC56)C4C3=O)o2)c([N+](=O)[O-])c1 (stereo not given)	-2	1.1	-0.1	1	-6	0.9	-3	4	-8	8
COc1ccc(C)c2sc(N3CCCC3)nc12	-5	1	0.4	1.1	-4	1	-9	18	12	5
CC1(C)C2CCC1(C)C(OC(=O)c1ccc(O)cc1)C2 (stereo not given)	-8	1.1	-1.8	1.1	-11	1	-7	15	-9	4
CCOC(=O)c1ccc(Oc2nc(OC)cc(OC)n2)cc1	-4	1	1.9	1	-4	0.9	-15	2	7	10
CCCOc1ccc(C(=O)NCCO)cc1	-5	1	-0.3	1	-4	0.8	-9	-8	13	18
COC(=O)c1scc(C)c1N/N=C(\C)c1ccc(F)cc1	-4	1	3.7	1	-1	0.7	-9	-2	7	26
COc1ccc(OC)c(NC(=O)Cc2coc3ccc(C)cc23)c1	0	1	0.3	1	1	1	1	15	6	0
CCOc1cccc2sc(N(CCN(CC)CC)C(=O)c3cccc([N+](=O)[O-])c3)nc12	2	1	0.8	1	-3	1	4	-1	-8	2
COc1ccc2c(c1)nc(SCC(=O)c1ccc(Br)s1)n2C	-1	1.1	2.5	1	-10	1	8	-1	-7	5
Cc1ccc(-n2c(=O)cc(N3CCCCCC3)[nH]c2=O)cc1	3	1	1.3	1	-2	0.9	-7	-9	-34	12
CCCn1c(N2CCN(Cc3ccc(Cl)cc3)CC2)nc2ccccc21	-6	1.1	1.5	1.1	-6	1.1	-6	55*	8	-12
Cc1ccc(NC(=O)C2CCCN2C(=O)Oc2ccccc2)cc1 (stereo not given)	-2	1.1	0.8	1	-6	0.9	-9	-1	2	8
CCCC(CCC(=O)Nc1ccc(C(=O)OCC)cc1)C(=O)O (stereo not given)	-4	1.1	1.0	1	-8	0.9	-6	-6	-1	9
Cc1nn(C)cc1-c1cc(C(=O)O)c2ccccc2n1	2	0.9	1.9	1	11	1.2	-4	-4	2	-19
CC1CCN(CC(C)OC(=O)c2ccc3c(c2)OCCO3)CC1 (stereo not given)	-76	1.1	0.2	1.8	-6	1	-17	3	x	-1
OCCSc1nc(-c2ccccc2)nc2ccc(F)cc12	-2	1	7.6	1	-2	0.9	-2	9	-4	15
CC1CCCC(NC(=O)CCCn2c(=O)[nH]c3cc(Cl)ccc3c2=O)C1C (stereo not given)	-8	1	6.7	1.1	-5	0.9	-10	0	6	12
CCc1nnc(NC(=O)CSc2nnc(CNc3ccc(C)cc3)n2C)s1	-7	1	3.5	1.1	-3	1	-11	-9	4	2
COc1ccc(CCCc2n[nH]c(=S)o2)cc1C	-5	1.1	-1.6	1	-5	0.8	-13	-1	-3	18
O=C(NC1=C(Nc2ccc(Cl)cc2)C(=O)c2ccccc2C1=O)c1ccccc1	25	1	2.2	0.8	2	1	1	78*	-7	3
O=C(NC1=NCCS1)C1CC(=O)N(c2ccc(Cl)cc2)C1 (stereo not given)	0	1	1.1	1	-1	1.1	-11	-4	-5	-13
COc1ccc(-c2noc(CCCOc3ccccc3)n2)cc1OC	-1	1	-0.2	1	-4	0.9	-10	-4	4	5
CCN1CCN(C(=O)C(C)N(c2ccc(C)cc2)S(C)(=O)=O)CC1 (stereo not given)	0	1	2.5	1	-4	1	-8	-4	8	3
O=C(Nc1cccc(-c2cn3ccccc3n2)c1)c1cccs1	-7	0.7	-0.1	1.1	26	0.6	-4	26	-12	37
CCOC(=O)c1c(-c2cccc([N+](=O)[O-])c2)csc1NC(=O)C1CC1	-5	1.1	6.4	1.1	-7	0.9	-8	7	2	7
CC(C)(C)NC(NC(=O)Cc1ccccc1)C(Cl)(Cl)Cl (stereo not given)	-6	1.1	0.4	1.1	-7	0.9	-13	32	8	5
CCOc1ccc(Nc2ncnc(N)n2)cc1	-4	1	1.6	1	-1	1	-10	-5	-19	4
CC1CCN(C(c2ccc(N(C)C)cc2)c2nnnn2Cc2ccccc2)CC1 (stereo not given)	-4	1.1	3.0	1	-6	1	-4	6	-5	-4
Cc1ccccc1CC1(CO)CCCN(Cc2ccc(C#CC(C)(C)O)cc2)C1 (stereo not given)	-7	1	0.5	1.1	-2	1.2	-5	85*	-9	-22
O=C(NCCCn1ccnc1)C(=O)NCC1OCCN1S(=O)(=O)c1ccccc1 (stereo not given)	-4	1	0.6	1	-2	0.9	-9	11	21	10
O=C(Nc1nc2ccccc2s1)C1=NN(c2ccccc2)C(=O)CC1	3	1	2.3	1	0	0.9	-12	30	-3	13
CCCc1cc(=O)[nH]c(SCC(N)=O)n1	-3	1	1.6	1	-3	0.9	0	-3	-2	5
CC(C)(C)NC(=O)C(c1ccccn1)N(C(=O)c1ccc2c(c1)OCCO2)C1CCCC1 (stereo not given)	-4	1.1	2.3	1	-7	1	5	-4	2	-2
Cc1ccc(N2CC(C(=O)NCCCn3ccnc3)CC2=O)cc1 (stereo not given)	2	1	0.5	1	-4	1.1	-7	-5	0	-8
COc1ccc(N2CC(C)Cn3c2nc2c3c(=O)n(CCN3CCOCC3)c(=O)n2C)cc1 (stereo not given)	-3	1	0.7	1	-5	1	-10	-3	1	-4
COc1cccc(C(c2c(O)nc(SC)n(C)c2=O)c2c(O)nc(SC)n(C)c2=O)c1	-4	1	6.0	1	-3	0.9	-10	-8	-3	8
CC(C)(C)c1ccc(-c2csc(NNC3=NCCCCC3)n2)cc1	-1	1.1	-0.3	1	-7	1	0	40	6	2
CCN(CC)C(=O)c1ccc(-c2ccccc2)cc1	-3	1	-0.8	1	3	1	-6	-10	8	-2
COc1ccc(/C=N/NC(=O)Nc2nonc2N)cc1	-1	0.9	-0.1	1	7	1.1	-6	19	-6	-12
C=CCN1CCN(c2ccncc2S(=O)(=O)N2CCOCC2)CC1	8	1	0.1	0.9	2	0.9	-5	-2	2	12
CCC(=O)Nc1nnc(-c2cccs2)s1	-3	1	4.6	1	-1	1.1	-4	-1	-10	-6
Cc1ccc(C(=O)O/N=C/C2=C(Cl)c3ccccc3CC2)cc1	-5	1	5.6	1.1	4	0.7	-14	-4	13	27
Nc1cccn2c(-c3ccc(Cl)c(Cl)c3)cnc12	3	0.8	-1.6	1	23	1	-15	65*	-211	0
Cc1cc(N2CCN(c3cccc(C(F)(F)F)c3)CC2)n2nc(C)nc2n1	-4	1.1	0.7	1	-7	0.9	-8	0	21	6
CCOc1cccc(OCCOCCOc2ccccc2C(C)=O)c1	0	1	2.6	1	-3	0.9	-4	0	-2	9
CC1=C(C(=O)Nc2ccc(C)cc2C)C(c2cccc([N+](=O)[O-])c2)n2nc(C(=O)OC(C)C)nc2N1 (stereo not given)	2	0.9	2.6	1	5	0.8	-4	-2	3	19
Cc1ccc(NC(=O)CCC(=O)NNC(=O)C(C)(C)C)c(C)c1	-4	1.1	0.6	1	-8	1	-9	-2	2	-3
CCOc1ccc(C2CC(c3cccc(OC)c3OC)n3nnnc3N2)cc1Cl (stereo not given)	-7	1.1	3.6	1.1	-8	1	-14	12	-10	-4

Taken from the results shown (2 entries):
SMILES	TNAP inh hi DEA	FLuc act counter	RAM inhibit	TNAP act hiacc	FLuc inhib CS	bIAP act	TNAP inh no acc	Lmaj promast	APP transl inh	bIAP inhibitor
C=CCN1CCN(c2ccncc2S(=O)(=O)N2CCOCC2)CC1	8	1	0.1	0.9	2	0.9	-5	-2	2	12
CCC(=O)Nc1nnc(-c2cccs2)s1	-3	1	4.6	1	-1	1.1	-4	-1	-10	-6

By substructure, the compounds so far with two or more sulfur atoms (four)
SMILES	TNAP inh hi DEA	FLuc act counter	RAM inhibit	TNAP act hiacc	FLuc inhib CS	bIAP act	TNAP inh no acc	Lmaj promast	APP transl inh	bIAP inhibitor
COc1ccc2c(c1)nc(SCC(=O)c1ccc(Br)s1)n2C	-1	1.1	2.5	1	-10	1	8	-1	-7	5
CCc1nnc(NC(=O)CSc2nnc(CNc3ccc(C)cc3)n2C)s1	-7	1	3.5	1.1	-3	1	-11	-9	4	2
COc1cccc(C(c2c(O)nc(SC)n(C)c2=O)c2c(O)nc(SC)n(C)c2=O)c1	-4	1	6.0	1	-3	0.9	-10	-8	-3	8
CCC(=O)Nc1nnc(-c2cccs2)s1	-3	1	4.6	1	-1	1.1	-4	-1	-10	-6

Continuation:
SMILES	TNAP inh hi DEA	FLuc act counter	RAM inhibit	TNAP act hiacc	FLuc inhib CS	bIAP act	TNAP inh no acc	Lmaj promast	APP transl inh	bIAP inhibitor
CCOC(=O)c1sc(C)c(C(=O)NCC(C)(C)CN(C)C)c1N	2	1.1	0.4	1	-5	1	-9	1	1	4
CC(=O)Nc1cccc(/C(C)=N/NC(=O)c2ccccc2Cl)c1	-1	1	0.8	1	4	1	-7	-3	-10	2
COc1ccc(C(=O)OCC(=O)NC(=O)NC(C)C)cc1OC	3	1	1.2	1	-2	1	-1	-1	-20	5
COc1ccccc1NC(=O)C1CC(=O)N(c2ccc(F)cc2)C1 (stereo not given)	-5	1.1	1.5	1	-5	0.9	-6	-4	-27	7
C=CCn1c(SCc2ccc([N+](=O)[O-])cc2)nnc1C(C)NC(=O)c1ccccc1 (stereo not given)	-6	1	1.8	1.1	-2	0.9	-9	-2	-3	9
Cc1[nH]n(-c2cccc([N+](=O)[O-])c2)c(=O)c1-c1ccccc1	-1	1	0.1	1	-1	1	-3	-13	-34	1
O=C(c1ccc(-c2ccccc2)cc1)N1CCN(c2ccccn2)CC1	-5	1	0.4	1	-3	1.2	-3	-4	-13	-20
O=C(C1CCCO1)N(c1cccc(Cl)c1)C1C=CS(=O)(=O)C1 (stereo not given)	0	1	1.1	1	-2	0.9	-8	-6	-29	10
CCNc1ccc(C(=O)NN=C2CCCC2)cc1[N+](=O)[O-]	6	1	0.6	0.9	-1	0.9	0	-5	65*	9
CCCCN(Cc1ccccc1)S(=O)(=O)c1ccc2[nH]c(=O)oc2c1	-2	1	6.0	1	3	0.9	0	-9	49*	11
CCOC(=O)c1c(C)nc2sc3c(=O)n(-c4ccc(C(C)=O)cc4)nnc3c2c1-c1ccc(Cl)cc1	-1	1.1	4.0	1	-9	1.1	-5	54*	9	-8
COc1ccc(OC)c(CNC(=O)Cc2c(C(=O)O)[nH]c3ccc(Cl)cc23)c1	-3	1	6.5	1	-1	1	-16	-8	7	-2
O=C(COC(=O)[C@H](Cc1ccccc1)NC(=O)c1cccs1)NC1CC1	-2	1.1	0.0	1	-8	0.5	-11	-1	4	x
O=C(O)CCCCCN1C(=O)C(O)=C(C(=O)/C=C/c2ccccc2)C1c1ccc2c(c1)OCO2 (stereo not given)	0	1	4.2	1	-2	0.9	0	-4	8	14
O=C(c1cccs1)N1CCN(S(=O)(=O)N2CCCCC2)CC1	-4	1	0.3	1	-4	1	-11	-2	15	5
C/C(=N\NC(=O)CN(c1ccccc1Br)S(C)(=O)=O)c1cccs1	-5	1.1	5.0	1.1	-10	1	-7	1	6	-1
NC(=O)COC(=O)c1c2c(nc3ccccc13)CCCCC2	6	1	-0.8	0.9	0	1	-4	1	5	-1
O=C(/C=C/c1ccco1)NCC(=O)N/N=C/c1ccc(Cl)cc1	-1	1	0.8	1	-2	1.2	-7	2	-4	-20

High-throughput results: PubChem, several laboratories
